Screens from PubChem BioAssay.
AddAB inh: less growth of phage-infected E. coli with AddAB. AID 435030. inhibition, % at 11.9 µM. E. coli expressing H. pylori AddAB, absorbance growth. 330,000 compounds, 0.29% hits; in the data active = inhibition above about 12%;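 note: 0% = vehicle wells of infected cells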
PKA-R2B act: activates the human PKA-R2B holoenzyme complex; P22694+P31323; PKA-R2B holoenzyme dissociation, Cy5-IP20 fluorescence polarization; R2B truncated from residue 108, S112A mutant; 0% DMSO only, 100% 113 µM cGMP; activation, % at 11.4 µM; 340,000 compounds, 0.079% hits; AID 504700;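 active = activation above a cutoff set at the mean over all compounds plus 3 SD, cut at about 18% in these data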;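 note: higher means more holoenzyme dissociation and a rise in polarization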
Target sequence (P31323 whole entry, looked up, other chains not shown, the tested form may be a part): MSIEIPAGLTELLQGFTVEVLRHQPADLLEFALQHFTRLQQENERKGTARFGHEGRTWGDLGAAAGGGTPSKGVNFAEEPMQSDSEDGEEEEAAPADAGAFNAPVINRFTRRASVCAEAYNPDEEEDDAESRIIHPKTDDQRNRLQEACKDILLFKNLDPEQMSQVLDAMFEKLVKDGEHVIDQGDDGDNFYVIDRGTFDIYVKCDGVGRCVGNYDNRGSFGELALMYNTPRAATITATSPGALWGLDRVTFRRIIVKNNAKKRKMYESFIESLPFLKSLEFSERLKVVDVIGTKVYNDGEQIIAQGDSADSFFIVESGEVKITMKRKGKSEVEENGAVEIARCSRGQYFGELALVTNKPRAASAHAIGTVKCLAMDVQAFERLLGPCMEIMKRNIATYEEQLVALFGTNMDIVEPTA
Ecoli viability: reduces bacterial viability in AddAB counter-screen. inhibition, % at 11.9 µM. E. coli V3065 growth, OD600 absorbance, 18 h. AID 449728. 330,000 compounds, 0.27% hits;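 active = inhibition above the campaign's mean inhibition across all tested compounds plus 3 SD, cut at about 9.9% in these data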;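 note: uninfected addAB+ strain grown without phage in ampicillin broth; 0% = DMSO wells and 100% = ciprofloxacin 0.95 µg/ml wells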
PfHsp90 set2: reduces growth (ATP signal) of yeast expressing P. falciparum Hsp90. S. cerevisiae expressing PfHsp90, BacTiter-Glo ATP, 48 h; yeast lacking PDR1 and PDR3 efflux regulators. inhibition, % at 9.4 µM. 310,000 compounds, 0.32% hits. AID 504621;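 active = every replicate shows inhibition above about 80%, whatever the replicate mean, limit read from the data; inconclusive = mean inhibition reaches the set limit but some replicate falls short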;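 note: 0% = DMSO neutral controls and 100% = 20 µM radicicol positive controls; yeast relying on Plasmodium falciparum Hsp90 in place of its own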
OPRM1-OPRD1 ag: agonists of human mu-delta opioid receptor heterodimerization; cells, OPRM1-OPRD1 heterodimerization, luminescence; AID 504326; activation, % at 9.3 µM; 340,000 compounds, 0.3% hits; P35372+P41143; in the data active = activation above about 18%;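 note: 0% = vehicle-treated cells and 100% = reference agonist; values of inactives mirror those of a sister screen read the other way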
HTR5A inv ag: counter-screen for OPRM1-OPRD1 inverse agonists: human HTR5A inverse agonism. HTR5A cell line, luminescence. inhibition, % at 9.3 µM. 340,000 compounds, 0.083% hits; in the data active = inhibition mostly above about 23%, no sharp cut-off; inactive = mostly below about 18%;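 note: 0% = cells with DMSO and 100% = no-cell wells with DMSO; some compounds called inactive have numbers as strong as hits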
Target sequence (P47898 whole entry, looked up): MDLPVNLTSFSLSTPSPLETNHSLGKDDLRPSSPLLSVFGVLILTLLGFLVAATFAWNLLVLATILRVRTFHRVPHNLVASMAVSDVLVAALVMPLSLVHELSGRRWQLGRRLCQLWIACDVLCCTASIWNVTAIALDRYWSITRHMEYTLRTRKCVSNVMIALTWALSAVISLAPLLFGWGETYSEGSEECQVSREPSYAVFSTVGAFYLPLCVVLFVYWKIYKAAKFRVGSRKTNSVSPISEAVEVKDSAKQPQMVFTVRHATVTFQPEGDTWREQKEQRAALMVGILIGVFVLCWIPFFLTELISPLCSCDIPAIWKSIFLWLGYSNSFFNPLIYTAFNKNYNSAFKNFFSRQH
MOR-DOR inv ag: mu-delta opioid heterodimer inverse agonism | P35372+P41143 | cell-based MOR-DOR heterodimer luminescence | inhibition, % at 9.3 µM | 340,000 compounds, 0.21% hits | AID 504357; in the data active = inhibition above about 22%, passing the limit was not always enough;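 note: 0% = cells with DMSO and 100% = wells without cells with DMSO; values of inactives mirror those of a sister screen read the other way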
Mot1-301 SUMO: inhibitors of SUMOylation pathway: yeast Mot1-301 growth rescue; S. cerevisiae Mot1-301 growth rescue, ATP luminescence, 38.5C; percent above DMSO median, 100 means doubled; growth rescue, % at 18.8 µM; 320,000 compounds, 1% hits; AID 2716;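 active = every valid replicate shows activation above 250% relative to neutral control wells; inactive = the rest, any valid replicate at or below 250%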;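 note: OY570 slx delta 5 strain wells were the positive control but not used for scaling; some compounds called inactive have numbers as strong as hits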
Tat transport: inhibitors of E. coli Tat protein transport; inhibition, % at 10 µM; 340,000 compounds, 0.036% hits; E. coli MC4100 TorA-mCherry Tat export, fluorescence;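 active = mean replicate inhibition at least 50% and at least half of replicates individually reaching 50%; inconclusive = only one of the two criteria met; inactive = neither criterion met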;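 note: exported cargo escapes ClpAP degradation while cytoplasmic cargo is degraded and loses fluorescence; 0% = median of neutral control wells and 100% = median of NaSCN control wells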
PKA-R1A act: activators of PKA-R1A complex; P00514+P68181; PKA-R1A dissociation, Cy5-IP20 fluorescence polarization; scaled: DMSO 0%, 113 µM cGMP 100%; activation, % at 11.4 µM; 340,000 compounds, 0.083% hits;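 active = percent activation above the mean of all tested compounds plus 3 SD, cut at about 19% in these data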;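 note: higher means more PKAc released from R1A so a rise in polarization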
phage Ecoli inh: E. coli growth loss with phage present; growth absorbance; inhibition, % at 11.9 µM; 360,000 compounds, 0.26% hits; in the data active = inhibition above about 11%
* hit, by the source's call; ? = inconclusive; · = not tested or not shown.

Below each SMILES: OPRM1-OPRD1 ag	AddAB inh	HTR5A inv ag	Tat transport	PKA-R2B act	Ecoli viability	PfHsp90 set2	PKA-R1A act	MOR-DOR inv ag	Mot1-301 SUMO	phage Ecoli inh
C=C(C)C1CC=C(C)/C(=N\NC(=S)Nc2ccc(C)cc2)C1 (stereo unspecified)
 : 0.2	-0.7	48.0	-5.1	7.7	1.2	-27.3	-6.9	-1.0	1.0	-0.4
Cn1c(=O)c2c(n3cnnc13)-c1ccccc1CC21CCCC1
 : -1.5	0.1	1.2	-1.2	4.5	2.9	21.8	-11.2	8.7	5.4	2.8
C[C@@H]1C[C@H](O)c2cc(Cl)ccc2N1
 : -3.1	-1.1	-20.2	-7.7	5.0	2.4	4.1	11.4	15.4	7.3	2.4
CC(C)C(NC(=O)C1CCC(C(C)(C)C)CC1)C(=O)NCCCN1CCCCC1 (stereo unspecified)
 : -0.3	-0.1	6.3	3.3	-4.8	-0.8	-17.0	7.2	1.9	0.2	-0.6
COC(=O)c1ccccc1NC(=O)CN1CCC(C)CC1
 : 5.0	0.4	17.8	1.4	6.0	-2.2	-27.1	3.2	-26.3	-6.8	2.2
COc1ccc(-n2cnnc2SCC(=O)NCc2cccs2)cc1
 : -1.6	0.3	-11.1	1.1	1.6	-2.0	20.9	-0.6	8.9	-2.0	2.7
Cc1ccc(-c2cc(C(=O)OCC(=O)N(C)c3c(N)n(Cc4ccccc4)c(=O)[nH]c3=O)c3ccccc3n2)o1
 : -3.6	0.5	12.9	?	-9.1	-0.2	-18.3	8.9	17.4	4.7	2.5
CCOc1ccc(N(CC(=O)NCc2ccccc2Cl)S(=O)(=O)c2c(C)noc2C)cc1
 : 0.6	1.5	7.1	-1.0	7.0	-1.1	-1.4	3.9	-2.8	12.7	-0.3
Cc1ccc(C(OC(=O)c2ccco2)C(=O)NCc2cccs2)cc1 (stereo unspecified)
 : -2.1	0.2	-11.3	-1.1	-10.0	-0.2	1.1	-13.2	12.6	233.3	2.6
Cc1ccc(S(=O)(=O)N2CCCC(NC(=O)N3CCN(c4ccccc4)CC3)C2)cc1 (stereo unspecified)
 : 0.2	-0.5	-1.5	-6.2	5.8	-3.3	-49.6	-3.1	-1.2	-2.1	1.3
COc1cc(NS(=O)(=O)c2cc3[nH]c(=O)c(=O)[nH]c3cc2C)cc(OC)c1OC
 : 2.7	6.7	-2.2	-1.0	-4.0	-1.4	·	-5.6	-13.8	·	3.6
CCCCC(C(=O)NC(=O)NCc1ccccc1)N1C(=O)c2ccccc2C1=O (stereo unspecified)
 : 5.3	0.4	-10.4	0.2	-4.8	-1.4	4.8	-1.1	-32.3	260.7	-2.8
O=C(CC(c1ccc(F)cc1)c1ccco1)N1CCOCC1 (stereo unspecified)
 : -3.5	1.1	-15.4	0.7	-1.7	-3.3	-4.9	2.2	17.8	5.7	2.0
Cc1nc(C(=O)N2CCC(n3nccc3NC(=O)Nc3ccccc3Cl)CC2)cs1
 : -1.9	4.2	-2.4	3.9	-3.7	1.1	-11.5	-9.0	9.9	26.7	-1.4
COc1ccc(C2C(C(=O)N3CCCCC3)CC(=O)N2c2ccc(OC)cc2)cc1 (stereo unspecified)
 : -1.6	0.5	13.0	-9.6	-0.7	-1.5	-11.1	-4.6	9.7	302.3	2.9
Cc1ccc(OCc2ccc(C(=O)Nc3nc4ccccc4n3Cc3ccccc3)o2)c([N+](=O)[O-])c1
 : -0.5	-1.6	5.5	-5.0	4.3	2.6	-8.1	-8.1	2.8	·	1.7
COc1ccc(OC)c(CNC(=O)c2ccc(C)c(NC(=O)C3=C(C)OCCS3)c2)c1
 : -3.6	4.2	-14.3	0.2	3.7	0.3	1.5	2.0	18.9	-1.8	0.3
CC(=O)C1CCC2C3CCC4CC(=O)CCC4(C)C3C(C)(O)CC12C (stereo unspecified)
 : 0.6	·	-1.5	8.3	2.8	·	10.0	-5.2	-3.0	·	2.2
CCSc1nnc(NC(=O)CSc2nnc(CNC(=O)c3ccc(OC)cc3)o2)s1
 : -1.4	3.0	8.2	-2.1	-21.3	-1.5	-2.7	-10.0	6.9	-10.1	4.3
CC(C)(C)n1nnnc1CN1CCSCC1
 : -3.3	0.7	-4.2	-2.3	-8.7	-0.9	·	-5.5	19.3	24.1	3.3
C=CCSc1nnc2c(n1)OC=Nc1ccc(Br)cc1-2
 : -1.6	-1.2	-5.7	0.5	0.5	1.4	-5.4	2.6	8.9	3.3	2.0
O=C(Nc1ccc(O)cc1)c1cc(S(=O)(=O)N2CCCC2)ccc1Cl
 : -1.7	1.4	-19.2	3.5	3.7	-1.1	-22.2	-5.3	8.1	-11.1	3.9
CCOC(=O)c1cccc(NC(=O)CSc2nc3ccccc3c(=O)n2CCOC)c1
 : 1.1	-0.2	5.9	-4.1	0.1	-0.2	-31.6	8.3	-6.1	65.9	2.3
S=C(NNc1ccnc2cc(Cl)ccc12)Nc1ccc(Cl)cc1Cl
 : 11.9	0.0	2.5	-15.9	-7.8	-1.0	-29.0	-1.1	-59.9	4.6	7.3
Cc1nn(CC(=O)O)c(C)c1[N+](=O)[O-]
 : -2.8	2.8	2.0	-2.9	-6.9	-2.0	-10.7	-7.7	14.6	-12.2	-0.3
CCCCn1nc(C(=O)Nc2c(C)n(C)n(-c3ccccc3)c2=O)c2ccccc2c1=O
 : -0.5	-2.8	-34.9	-11.2	8.2	-1.2	·	1.1	2.0	21.5	3.9
Cc1ccc(S(=O)(=O)Cc2cc(F)c([N+](=O)[O-])cc2[N+](=O)[O-])cc1
 : 2.6	4.7	-14.7	-9.6	-6.2	0.9	73.3	3.6	-13.7	50.2	·
CCN(CC)c1ccc(CNc2nc3ccccc3n2CCN2CCCCC2)cc1
 : ·	7.1	·	1.8	6.1	9.7	-5.5	-7.1	·	44.7	2.3
CCO/C=C/C(=O)N(C)CCC#N
 : -2.1	4.3	8.8	0.1	1.6	1.1	9.9	-4.7	8.6	-7.3	-1.4
O=C(O)/C=C/c1cn(-c2ccccc2)nc1-c1ccc(-c2ccc([N+](=O)[O-])cc2)o1
 : 0.5	0.3	-14.6	-1.0	-7.5	-1.3	-6.6	-12.2	-2.6	-8.1	0.6
COCc1cc(C)nc2sc(C(=O)Nc3cccc(OC)c3)c(N)c12
 : -2.8	1.5	16.5	-1.9	-2.1	-3.5	8.9	-4.9	13.6	-18.0	2.2
Cc1ccc(-c2csc3nc(CSc4nnc(-c5ccc(Cl)cc5)n4C)[nH]c(=O)c23)cc1
 : 0.3	1.2	-19.8	-8.0	-4.2	1.5	15.4	10.8	-1.4	0.2	0.4
Cc1nn(C)c(C(=O)Nc2ccc(Cl)c([N+](=O)[O-])c2)c1Cl
 : -1.4	0.3	-9.7	-11.1	1.1	-2.7	-10.4	-2.7	8.6	23.8	2.8
N#Cc1nc(COc2cccc(Cl)c2)oc1NCc1ccco1
 : 0.6	2.6	-1.2	1.6	-10.7	0.9	20.4	-0.8	-3.3	50.6	1.3
CCN1CCN(S(=O)(=O)c2ccc3[nH]c(=O)oc3c2)CC1
 : -1.1	1.0	9.0	-1.5	-1.2	3.0	5.1	-7.1	6.2	1.6	3.6
CC1(C)CC(=O)C2=C(C1)Nc1cc(C(=O)c3ccccc3)ccc1NC2c1ccccn1 (stereo unspecified)
 : -2.5	5.5	4.8	-7.1	-2.9	0.9	-4.3	2.2	12.7	-0.2	2.7
CCOc1ccc(S(=O)(=O)N2CCN(c3ccccc3OC)CC2)c2cccnc12
 : 3.0	0.5	-20.5	4.2	-3.4	0.6	12.5	0.8	-17.2	-19.6	1.0
CC(C)c1ccc(NC(=O)C2CC(=O)N=C(N)S2)cc1 (stereo unspecified)
 : 1.2	-0.6	-2.2	-3.6	6.9	-0.8	5.3	-17.6	-6.6	1.6	4.2
CC(C)c1cc(C(=O)N2CCCC(Nc3ccc(F)c(F)c3)C2)nc(N)n1 (stereo unspecified)
 : -0.9	-0.8	-13.2	-5.2	-3.2	-0.3	-0.9	-9.0	4.8	-19.9	-0.9
CCOC(=O)c1c(-c2ccc(OC)cc2)csc1NC(=O)CCN1CCOCC1
 : -0.6	-1.1	1.3	4.0	-2.8	-2.6	·	2.9	3.1	167.9	0.8
Cc1ccc(N=C2NC(=O)/C(=C/c3cccs3)S2)cc1C
 : 6.2	2.0	-37.4	-4.0	-14.3	1.2	3.6	-4.8	-33.3	9.4	1.5
COc1ccc(C(=O)COC(=O)CN2C(=O)C3CC=CCC3C2=O)c(OC)c1 (stereo unspecified)
 : -3.1	-0.2	1.9	-0.3	-8.4	-0.1	-3.5	1.7	12.4	9.9	1.6
CC(CNC(=O)CN1C(=O)NC2(CCOc3ccccc32)C1=O)c1ccccc1 (stereo unspecified)
 : -2.5	0.6	12.7	1.8	-11.1	1.4	5.5	4.7	9.6	-11.8	0.4
S=c1nc[nH]c2c1cnn2-c1ccccc1
 : -2.7	2.0	-5.3	-10.0	-5.5	1.5	11.2	-1.0	13.7	-15.5	2.4
CCOC(=O)CN(C(=O)CNC(=O)c1ccco1)C(C(=O)NC1CCCCC1)c1cccnc1 (stereo unspecified)
 : -0.4	0.6	-9.6	-1.1	2.3	-3.2	25.9	-7.5	2.4	2.4	1.2
CN(C(=O)CSc1nnc(Cc2ccccc2F)n1N)C1CCS(=O)(=O)C1 (stereo unspecified)
 : 2.4	3.0	-18.8	7.9	10.9	2.2	35.7	-0.1	-14.1	-21.2	4.5
Cc1ccc(S(=O)(=O)N2CCN(C(=O)NCc3ccc(F)cc3)CC2)c(C)c1
 : -2.7	-1.1	-12.4	7.9	-7.7	-0.7	-12.1	-0.5	12.6	-0.3	3.0
CC(=O)c1ccc(N2CCN(C(=O)[C@H](C)NC(=O)c3ccccc3Cl)CC2)cc1
 : -1.1	3.5	2.7	-3.0	-6.8	2.8	17.0	8.4	8.1	4.4	1.2
Cc1oc(-c2ccccc2F)nc1CN1CCC(C(=O)NC2CCCCCCC2)CC1
 : -1.9	·	8.2	0.1	0.1	·	·	0.4	9.2	·	·
O=C(COC(=O)c1cccnc1Cl)c1ccc(Cl)cc1Cl
 : -4.5	0.1	-18.2	3.3	-7.6	-0.1	11.9	4.0	24.8	-31.9	1.9
CS(=O)(=O)N(CC(=O)NCC1CCCO1)c1cc(Cl)ccc1Cl (stereo unspecified)
 : -2.6	0.8	-26.4	-5.6	1.8	4.0	-7.2	8.4	12.7	-11.7	1.8
CCOc1ccc(C2C=C(c3ccc(F)cc3)Nc3ncnn32)cc1 (stereo unspecified)
 : -2.4	0.8	0.6	5.0	0.4	-4.8	13.9	-9.5	14.5	-23.6	1.4
Cc1ccccc1C(=O)N1CCC(C(=O)Nc2ccc(C(C)C)cc2)CC1
 : 2.6	0.0	-15.3	14.7	-0.5	-2.2	·	3.8	-14.7	-2.7	1.5
